High-throughput results: PubChem BioAssay, Sanford-Burnham Center for Chemical Genomics
TIM10 inh – inhibits growth of TIM10 yeast strain | inhibition, % at 10 µM | S. cerevisiae TIM10 strain growth, BacTiter-Glo luminescence, 24 h | 1.4% of 330,000 active;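 active means inhibition of 40% or more at the single tested concentration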;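 further: wild-type TIM10 isogenic control strain grown at permissive 25 °C; 0% = DMSO yeast wells and 100% = minimal medium wells without yeast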
mIAP activ – mouse IAP activation | muIAP, CDP-Star luminescence, 30 min; hits give high values; 1 = vehicle-only enzyme signal, 0 = enzyme-free wells | 0.24% of 330,000 active | AID 2805 | activation factor at 10 µM;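 active means activation factor of at least 2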; further: the source names both 10 and 20 µM as test concentration; values of inactives mirror those of a sister screen read the other way
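System: Mouse IAP enzyme | Also added: CDP-Star substrate | Dosing: Compounds dispensed in DMSO | Schedule: 30 min enzyme-substrate-compound incubation at room temperature | Technique: Chemiluminescence readout | Control set: DMSO-only wells and no-enzyme negative control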
mIAP block – mouse IAP inhibition; purified mouse IAP, CDP-Star luminescence, 30 min; inhibition, % at 10 µM; 0.2% of 330,000 active;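 active means inhibition of at least 40% at 10 µM in the primary screen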;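 further: plate controls were DMSO with enzyme for no effect and no enzyme wells for full effect; values of inactives mirror those of a sister screen read the other way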
A3A deaminase – human APOBEC3A DNA deaminase inhibition. recombinant A3A, FAM/TAMRA ssDNA deamination fluorescence. 0.41% of 330,000 active. inhibition, % at 20 µM. AID 493011;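 active means at least 40% inhibition at 20 µM here, with at most 30% in a related deaminase screen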;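 further: plate controls were A3A with DMSO for no effect and wells lacking A3A enzyme for full effect; some results filed as inactive read as strong as hits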
Target sequence (P31941 whole entry, looked up): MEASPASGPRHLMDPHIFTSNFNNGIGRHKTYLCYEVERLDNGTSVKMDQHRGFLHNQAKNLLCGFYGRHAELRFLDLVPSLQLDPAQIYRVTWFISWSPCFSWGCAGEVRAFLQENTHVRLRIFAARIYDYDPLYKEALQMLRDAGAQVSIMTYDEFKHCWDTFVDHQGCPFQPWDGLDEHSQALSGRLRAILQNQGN
MIN6 prolif – MIN6 beta-cell proliferation induction; MIN6 cells proliferation, ATPlite luminescence, 48 h; cells starved in 0.2% serum; 100% = growth in 10% serum; proliferation, % at 10 µM; 0.29% of 330,000 active; AID 2380;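 active means compounds whose signal lies at least 3.5 SD above the mean of all wells on their plate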;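 further: 0% = DMSO-treated cells in low-serum medium and 100% = 10% serum control; some compounds called inactive have numbers as strong as hits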
hIAP inh – blocks human intestinal alkaline phosphatase. AID 2544. 0.12% of 330,000 active. purified IAP, CDP-Star luminescence, 30 min. inhibition, % at 10 µM;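 active means inhibition reaching a set limit with compound at 10 µM in the primary screen, cut at about 35% in these data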;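 further: plate controls were DMSO wells with enzyme for no effect and no-enzyme buffer wells for full effect; values of inactives mirror those of a sister screen read the other way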
tim10-1 inh – growth inhibitors of tim10-1 mutant yeast; inhibition, % at 20 µM; S. cerevisiae tim10-1 ts strain growth, BacTiter-Glo, 24 h; AID 463190; 2.2% of 330,000 active;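 active means inhibition of at least 40%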;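 further: mutant grown at 25 °C; 0% = DMSO wells with yeast and 100% = wells holding no yeast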
APOBEC3G inh – APOBEC3G (human) deaminase inhibition | Q9HC16 | recombinant A3G, ssDNA deamination FAM/TAMRA fluorescence | inhibition, % at 20 µM | 0.28% of 330,000 active | AID 493012;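 active means inhibition of at least 40% at 20 µM, with no more than 30% in the related APOBEC3A deaminase screen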;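 further: plate controls were DMSO wells with A3G for no effect and wells lacking A3G enzyme for full effect; some compounds called inactive have numbers as strong as hits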
Target sequence (Q9HC16 whole entry, looked up): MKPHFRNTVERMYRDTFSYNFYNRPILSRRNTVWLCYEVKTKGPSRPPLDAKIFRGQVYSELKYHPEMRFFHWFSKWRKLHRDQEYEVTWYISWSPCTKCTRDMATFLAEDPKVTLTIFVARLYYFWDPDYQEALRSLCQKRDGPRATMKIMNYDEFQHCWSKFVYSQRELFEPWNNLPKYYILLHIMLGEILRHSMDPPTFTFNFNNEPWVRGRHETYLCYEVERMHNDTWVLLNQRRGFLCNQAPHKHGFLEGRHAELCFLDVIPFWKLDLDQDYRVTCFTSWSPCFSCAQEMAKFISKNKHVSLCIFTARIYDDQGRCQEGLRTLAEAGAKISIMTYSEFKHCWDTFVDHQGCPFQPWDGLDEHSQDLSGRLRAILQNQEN
NALP3 yeast inh – NALP3 inhibition in yeast. 0.39% of 330,000 active. AID 2825. inhibition, % at 10 µM. Yeast reconstituted NLRP3/ASC/caspase-1, beta-gal luminescence, 24 h;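 active means inhibition of 50% or more; inactive means inhibition below 50%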;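 further: plate controls were induced DMSO wells for no effect and uninduced yeast grown without galactose for full effect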
An asterisk follows results filed as active. Not a hit list; any-hit rate near 4.6%.

SMILES	TIM10 inh	mIAP activ	mIAP block	A3A deaminase	MIN6 prolif	hIAP inh	tim10-1 inh	APOBEC3G inh	NALP3 yeast inh
CCOc1ccc(NC(=O)CC2C(=O)Nc3ccccc3N2C(=O)c2ccccc2)cc1 (stereo not given)	-9.3	1.04	-4.1	-3.5	1.4	-14.9	-1.5	-7.7	-1.7
COc1ccc2c(-c3ccccc3)cc(SCC(=O)NC(N)=O)nc2c1	-9.1	1.01	-1.5	-1.3	1.6	-10.3	1.9	-2.3	12.1
CCC(Sc1ncccc1C(=O)OCCN1CCCC1=O)C(=O)NCc1ccco1 (stereo not given)	5.6	1	-0.4	4.5	1.0	12.1	8.8	-0.7	-5.2
Cc1ccc(C(=O)n2c(N)nc3ccccc32)cc1	6.5	0.92	8.0	-3.2	-5.8	6.1	-1.8	-5.8	16.5
COc1ccc(-c2ccc(NC(=O)c3ccco3)cc2)nn1	46.4*	1.01	-1.4	3.6	-6.7	10.9	47.2*	0.7	36.7
O=C1N(c2ccccc2)C2CS(=O)(=O)CC2N1c1ccc(Cl)c(Cl)c1 (stereo not given)	-8.3	0.969	3.1	-1.9	-3.1	-6.8	2.3	0.7	14.8
Cc1ccc(S(=O)(=O)N2CCCCC2)cc1C(=O)NCCCN1CCOCC1	6.6	0.993	0.7	-1.6	-2.0	-1.3	-7.7	-5.1	10.1
O=C(O)CCC(=O)N(Cc1ccco1)C1CC(=O)N(c2ccccc2)C1=O (stereo not given)	13.2	1.02	-1.8	-1.1	-3.6	-7.8	-12.1	-2.3	21.6
N#Cc1ccc(S(=O)(=O)N2CCC(C(=O)N3CCN(Cc4ccc5c(c4)OCO5)CC3)CC2)cc1	7.2	1.07	-7.5	-2.2	-1.3	-10.1	8.8	-11.3	4.5
CCCn1nnnc1NCc1ccccc1OCc1ccc(F)cc1	5.5	1.22	-22.0	0.9	4.1	-2.8	11.6	0.5	-2.4
CC1=NN2C(=N)/C(=C\c3cc(C)n(Cc4ccccc4)c3C)C(=O)N=C2S1	0.6	0.954	4.6	4.4	-1.3	13.5	5.9	-0.4	15.3
O=C(Nc1ccccc1)C1CCCN1C(=O)Nc1ccccc1[N+](=O)[O-] (stereo not given)	11.1	1.01	-1.5	0.0	-1.3	2.4	18.8	0.2	3.8
CC1=C(C(=O)Nc2ccccc2)C(c2ccccc2[N+](=O)[O-])NC(=O)N1 (stereo not given)	10.8	0.908	9.2	-4.0	-2.6	-29.3	16.7	-6.8	19.5
O=C(O)c1cc(NC(=O)c2ccccc2[N+](=O)[O-])ccc1O	9.2	0.911	8.9	0.6	-2.9	-2.0	11.2	-2.5	15.8
CC1CCC(NC(=O)CN2C(=O)NC3(CCCCCC3)C2=O)CC1 (stereo not given)	11.3	1.02	-2.5	4.1	-0.7	0.9	-12.5	-4.2	-7.4

Three compounds from above, ordered by their value in A3A deaminase, descending.
Molecule	TIM10 inh	mIAP activ	mIAP block	A3A deaminase	hIAP inh	APOBEC3G inh	NALP3 yeast inh
CCCn1nnnc1NCc1ccccc1OCc1ccc(F)cc1	5.5	1.22	-22.0	0.9	-2.8	0.5	-2.4
O=C1N(c2ccccc2)C2CS(=O)(=O)CC2N1c1ccc(Cl)c(Cl)c1 (stereo not given)	-8.3	0.969	3.1	-1.9	-6.8	0.7	14.8
CCOc1ccc(NC(=O)CC2C(=O)Nc3ccccc3N2C(=O)c2ccccc2)cc1 (stereo not given)	-9.3	1.04	-4.1	-3.5	-14.9	-7.7	-1.7

Additional compounds.
SMILES	TIM10 inh	mIAP activ	mIAP block	A3A deaminase	MIN6 prolif	hIAP inh	tim10-1 inh	APOBEC3G inh	NALP3 yeast inh
CCC[C@@H]1CCCC/C=C\CCCC(=O)OCCN1C(=O)OC(C)(C)C	11.1	0.908	9.2	3.9	-6.6	9.0	19.1	0.0	13.2
COc1ccc(C(=O)NCc2ccc(C)cc2)cc1S(=O)(=O)N1CCCC1	-3.8	1.21	-21.0	-0.9	-2.6	-18.5	-2.8	-1.4	-6.6
CN1CCCC(C#CC(O)(c2ccccc2)c2ccccc2)C1 (stereo not given)	-17.9	0.929	7.1	-2.2	4.2	5.6	-27.9	-4.7	10.0
CC(C)NS(=O)(=O)c1ccc(OCC(=O)Nc2ccc(F)cc2F)cc1	-3.0	0.922	7.8	-2.2	-0.5	-0.2	12.1	-5.3	2.5
COc1cccc(C(=O)NCCC2=CCCCC2)c1OC	-11.8	1.05	-5.5	-1.0	4.4	9.2	26.3	-3.4	15.4
Cn1c(=O)oc2cc(S(=O)(=O)Nc3ccccc3F)ccc21	-8.0	0.961	3.9	-3.5	-1.5	-19.2	4.8	-4.2	9.7
CCN(CC)C(=O)CC(c1cc(OC)c(OC)c(OC)c1)c1c(OC)cc(OC)c2ccc(=O)oc12 (stereo not given)	6.1	1.07	-7.1	3.3	1.2	8.4	-21.2	-10.4	-4.3
NC(=S)N/N=C/c1ccc(-c2ccc(SC(F)F)cc2)o1	38.7	0.823	17.7	-2.6	-4.2	15.0	39.9	-6.7	9.2
O=C(c1ccc(S(=O)(=O)Nc2ccccc2)cc1)N1CCOCC1	-3.2	1.03	-3.0	-1.5	-0.8	-15.5	-2.8	-4.9	16.9
Cc1cc(=O)[nH]c(SCC(=O)Nc2nc3ccccc3s2)n1	15.5	0.831	16.9	2.5	-2.9	6.6	15.3	-2.6	10.5
O=C1CSC(c2ccccn2)N1c1ccc(C(F)(F)F)cc1 (stereo not given)	4.7	1	-0.4	-2.8	-1.0	11.7	-29.1	-3.6	15.4
Cc1cccc2cc(CN(CCCN(C)C)C(=S)NCCc3ccccc3)c(=O)[nH]c12	-0.5	1.1	-9.7	-4.8	-4.6	6.1	1.1	-9.6	-9.8
Cc1cccc(-n2nc3c(c2NC(=O)CCCl)CSC3)c1	7.5	1.04	-3.7	2.0	-6.2	10.1	-6.2	2.2	-0.6
Cc1cc(NS(=O)(=O)c2ccc(NC(=O)CSc3nnc(-c4ccco4)n3N)cc2)nc(C)n1	9.9	1.08	-7.9	-2.1	2.8	0.2	-1.2	-4.7	6.3
COC(=O)c1sc(NC(=O)c2cc(-c3ccccc3)nc3ccccc23)c(C#N)c1C	2.9	0.821	17.9	0.4	-5.0	13.1	7.7	63.6*	7.5
COc1ccc(NC(=O)NNS(=O)(=O)c2ccc(OC)c(OC)c2)c(OC)c1	5.0	0.955	4.5	-0.8	-0.2	12.1	-11.0	-3.9	12.7
CCOC(=O)C1(Cc2cccc(Cl)c2)CCCN(C(=O)c2cc(C)n(C)n2)C1 (stereo not given)	2.2	1.01	-0.7	0.9	0.7	20.9	13.1	-1.8	1.2
Cn1nc(C(=O)OCC(=O)Nc2ccccc2OC(F)F)c2ccccc2c1=O	-0.3	1.05	-4.6	-6.4	-3.6	-22.8	-14.0	-6.4	2.0
COc1ccc(-n2c(C)cc(C(=O)CSc3nnc(-c4cccs4)o3)c2C)cc1	8.0	0.876	12.4	-6.3	-6.1	13.3	17.1	-10.1	14.7
COc1ccc(N2C(=O)CN=C2Nc2nc(C)cc(C)n2)cc1OC	-10.0	0.938	6.2	-1.2	0.6	12.6	20.6	-3.8	5.4
O=C1CN(C(=O)c2ccccc2)C(c2ccccc2)c2cc(F)ccc2N1 (stereo not given)	9.2	1.05	-4.9	2.2	-0.9	-3.9	23.4	1.9	5.4
O=C(NCCN1CCCC1)C1COc2ccccc2O1 (stereo not given)	10.4	0.948	5.2	2.3	1.0	4.4	12.0	3.6	0.8
Cc1ccc(CN(C)C(=O)CN2C(=O)NC3(CCCC3)C2=O)o1	-3.1	1.1	-10.4	-5.0	2.5	-12.1	1.3	-6.2	-5.1
CC1CCN(Cc2c(C(=O)N/N=C/c3cccc(Cl)c3)nnn2-c2nonc2N)CC1	11.9	0.91	9.0	-3.7	-4.5	-5.1	8.0	-0.9	5.8
COc1cccc(C(=O)Nc2ccc(NC(=O)C3CCCCC3C(=O)O)cc2)c1 (stereo not given)	11.4	0.96	4.0	-2.2	0.6	-5.0	-3.3	-5.5	6.2
CCOCCCNS(=O)(=O)c1ccc2c(c1)CCN2C(=O)CC	-1.2	1.05	-5.1	1.7	0.0	0.1	14.5	3.8	2.3
O=C(COC(=O)CCCN1C(=O)c2cccc3cccc(c23)C1=O)Nc1ccc(Cl)cc1	23.5	0.887	11.3	-2.0	1.1	4.9	26.0	-1.5	18.7
COc1ccccc1-c1cn(S(=O)(=O)c2ccc(F)cc2)nc1N	-4.9	0.91	9.0	-0.3	0.9	-5.6	-7.0	-5.2	22.5
C=CCNc1sc(C(=O)C(C)(C)C)c(N)c1C#N	-2.2	0.984	1.6	1.0	-1.4	0.9	-1.7	-3.9	2.1
CCN1/C(=C/c2cc[n+](CCCS(=O)(=O)[O-])c3ccccc23)Sc2ccccc21	2.6	0.993	0.7	75.5*	-4.6	-12.1	7.0	20.1	9.5
CCOc1cc(/C=N/NC(=O)c2cccc(S(=O)(=O)N3CCCC3)c2)ccc1OCC(=O)N(C)C	-0.8	1.04	-3.9	-3.1	3.4	-2.3	1.7	-10.1	5.7
COC(=O)c1ccccc1NC(=O)N1CCN(c2ccc(F)cc2)CC1	21.2	1.06	-6.5	-3.0	-0.8	1.4	24.0	-4.6	-89.5
CCCc1nc2ccccc2c(C(=O)OCC(=O)Nc2ccc(S(=O)(=O)N3CCOCC3)cc2)c1CC	2.5	1.03	-3.1	-1.4	-5.4	-26.4	28.3	-1.4	-2.6
COC(=O)c1ccc(CNC(=O)c2c3c(nc4ccccc24)CCN(Cc2ccccc2)C3)cc1	11.7	0.911	8.9	9.0	0.9	10.3	25.9	2.0	5.2
COc1ccc(C2=NN(C(=O)CSC3=NN4CCCC(=O)N=C4S3)C(c3cccc(OC)c3OC)C2)cc1 (stereo not given)	16.8	0.923	7.7	-0.7	3.3	11.7	17.6	-4.5	9.9
CCSc1nnc(NC(=O)c2csc3c2CCC(C)C3)s1 (stereo not given)	3.0	0.93	7.0	-1.5	1.6	16.2	3.3	-7.3	1.6
Cc1nn(C)cc1-c1csc(N)n1	-0.3	0.969	3.1	2.1	0.4	11.1	1.0	-1.3	10.4
CCn1cc(CNC(=O)c2cc(COc3ccc(F)cc3F)on2)cn1	-9.8	0.943	5.7	-3.6	-2.1	7.0	12.5	-3.9	2.9
Cc1ccc(N(C(=O)NC2CCCCC2)C2=NCCCCC2)cc1	2.2	1.01	-1.5	-2.9	0.0	-3.0	12.0	-6.8	13.9
Cn1nnnc1SCC(=O)N1CCN(C(c2ccccc2)c2ccccc2)CC1	-19.8	1.05	-5.0	0.5	-3.0	1.1	12.2	-0.3	15.1
COc1cc(O)c(NC(C)=O)c2nonc12	-6.7	0.898	10.2	-5.2	-3.1	0.8	-13.3	-1.9	15.8
CC(C)(C)C(=O)Nc1c2c(nn1-c1ccc(F)cc1)CSC2	-1.1	0.946	5.4	-9.0	-1.6	4.9	17.9	-8.2	6.7
CCOC(=O)C1(Cc2cccc(F)c2)CCN(C(=O)C2CCCO2)CC1 (stereo not given)	-1.7	0.982	1.8	-1.7	-1.9	0.4	14.1	-6.8	1.2
O/N=C(\c1ccc(Cl)cc1)c1cc2ccccc2o1	53.2*	1.01	-0.8	0.1	-3.3	16.2	45.8*	1.4	9.0
CCc1nc2sc3c(=O)n(N)cnc3c2c2c1COC(C)(C)C2	-6.6	0.935	6.5	-4.0	-2.2	15.0	1.7	-8.0	4.8
O=C1CCCC(O)=C1Sc1cc(Cl)c(Cl)cc1Cl	17.6	1.06	-5.7	4.9	1.5	-23.9	0.5	-1.2	8.6
